Screening data: PubChem BioAssay, several laboratories
aDG glyco up – activators of alpha-DG glycosylation, primary screen, uHTS, Pro5-aDG cells, AlphaScreen. activation, % at 10 µM. alpha-DG glycosylation AlphaScreen (IIH6); 0% Pro5, 100% B10-LARGE cell signal. 0.22% of 360,000 active;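 active = activation of at least 8% versus controls, or a plate z-score of at least 8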;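 also: Pro5 are CHO cells carrying HIG-tagged alpha-DG that lacks glycosylation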
CaV13 FRET inh – Primary screen for inhibitors of IQ motif and Ca2+-dependent inactivation inhibitor domain binding in CACNA1D, Förster resonance energy transfer in living cells, … | HEK cells, CFP/YFP FRET ICDI-IQ, plate reader, 10 min; percent FRET-ratio fall versus neutral wells | inhibition, % at 12.3 µM | 0.098% of 340,000 active | AID 743397;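 active = mean replicate inhibition of at least 30% and at least 1% of replicates passing that level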;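 also: 0% = median of the neutral control wells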
MC4R ag barr – MC4R agonists recruiting beta-arrestin, primary screen, cell-based, luminescence, agonist arm of biased-ligand search | activation, % at 8.9 µM | Melanocortin receptor 4 (Homo sapiens), P32245 | 0.98% of 360,000 active | U2OS MC4R beta-arrestin complementation; percent of melanotan II response, DMSO zero;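 active = activation above a per-plate cutoff, the mean activation of sample wells on that plate plus 3 SD, cut at about 8% in these data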
MC4R antagonist – MC4R antagonists of cAMP signaling, primary screen, cell-based, TR-FRET, antagonist arm of biased-ligand search | AID 540295, 2011 | inhibition, % at 6.5 µM | 0.48% of 360,000 active | Melanocortin receptor 4 (Homo sapiens), P32245 | MC4R-expressing cells, MTII-stimulated cAMP, LANCE TR-FRET;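 active = inhibition above its plate's cutoff, the mean of tested wells on that plate plus 3 SD, cut at about 29% in these data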;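 also: 0% = Melanotan II alone and 100% = Melanotan II plus saturating MCL0020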
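Assay system: U2OS cells stably expressing human melanocortin 4 receptor (MC4R) / Dosing: 6.5 µM / Timing: compound 30 min, challenge 1 h, detection 1 h / Measured by: Eu-cAMP/anti-cAMP TR-FRET, emission 671 nm / Replicates: singlicate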
Vif inh – HIV Vif self-association inhibitors, primary screen, imaging, HEK293T, single point; HEK293T cells, Vif self-association by quenched fluorescence, 24 h; 0.35% of 340,000 active; AID 602346, 2012; inhibition, % at 7.49 µM; in the data active = inhibition above about 50%, passing the limit was not always enough; also: some results filed as inactive read as strong as hits
Cardio protect – cardioprotection against H2O2-induced cell death, primary screen, uHTS, H9c2 cells, ATPLite luminescence | H9c2 cardiomyocytes, H2O2 injury protection, 2 h | protection from H2O2 cell death, % at 20 µM | 0.63% of 360,000 active | AID 588492, 2011;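 active = compounds giving at least 50% protection of heart cells from peroxide-induced death in the single-dose screen, raw or plate-pattern-corrected value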;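 also: 0% = DMSO wells with peroxide and 100% = DMSO wells without peroxide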
m5-HT2A agonist – mouse Htr2a agonists via beta-arrestin recruitment, primary screen, cell-based, luminescence. 5-hydroxytryptamine receptor 2A (Mus musculus), P35363. CHO-K1 mHTR2A beta-arrestin complementation; percent of 30 µM serotonin response. activation, % at 7.6 µM. 0.66% of 360,000 active;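 active = activation above a run cutoff, the mean activation of all tested compounds plus 3 SD, cut at about 14% in these data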;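 also: 0% = plate median of compound wells and 100% = 30 µM serotonin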
PDI turbidity – inhibitors of human PDI, primary screen, biochemical, turbidity, single point, plate reader; PDI insulin aggregation turbidity, A650, 90 min; inhibition, % at 10 µM; 0.052% of 350,000 active; AID 588391, 2011;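 active = mean inhibition across replicates of 30% or more, whatever share of single replicates reach that level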;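 also: absorbance from insulin aggregation driven by PDI reduction with DTT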
Glyco luc inh – increase of ERlucT glycosylation luciferase signal, primary screen, N-linked glycosylation inhibitor project, D54 ERlucT cells, luminescence, set 2; D54 ERlucT glycosylation luciferase reporter, 24 h; percent of 100 nM tunicamycin response; 0.23% of 360,000 active; reporter increase, % at 12.5 µM;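 active = mean luciferase reporter signal, scaled so untreated is 0 and the glycosylation-blocking control 100, at or above a set limit in every replicate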;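 also: luciferase carries N-glycosylation sites so blocking glycosylation raises the light; 0% = median of neutral control wells and 100% = median of 100 nM tunicamycin wells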
ABCB6 inh 2 – ABCB6 transporter inhibitors, primary screen, K562-ABCB6 cells, flow cytometry, MLPCN library; 0.19% of 360,000 active; AID 602162, 2011; fluorescence ratio to DMSO, % at 10 µM; K562-ABCB6 porphyrin accumulation, 1 h; active compounds read low;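 active = fluorescence ratio to DMSO below 75%, the collection mean minus 3 SD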;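 also: signal is porphyrin accumulated inside mitochondria; 100% equals median channel fluorescence of DMSO control wells; lower ratio means ABCB6 inhibition with less porphyrin fluorescence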
Target sequence (Q9NP58 whole entry, looked up): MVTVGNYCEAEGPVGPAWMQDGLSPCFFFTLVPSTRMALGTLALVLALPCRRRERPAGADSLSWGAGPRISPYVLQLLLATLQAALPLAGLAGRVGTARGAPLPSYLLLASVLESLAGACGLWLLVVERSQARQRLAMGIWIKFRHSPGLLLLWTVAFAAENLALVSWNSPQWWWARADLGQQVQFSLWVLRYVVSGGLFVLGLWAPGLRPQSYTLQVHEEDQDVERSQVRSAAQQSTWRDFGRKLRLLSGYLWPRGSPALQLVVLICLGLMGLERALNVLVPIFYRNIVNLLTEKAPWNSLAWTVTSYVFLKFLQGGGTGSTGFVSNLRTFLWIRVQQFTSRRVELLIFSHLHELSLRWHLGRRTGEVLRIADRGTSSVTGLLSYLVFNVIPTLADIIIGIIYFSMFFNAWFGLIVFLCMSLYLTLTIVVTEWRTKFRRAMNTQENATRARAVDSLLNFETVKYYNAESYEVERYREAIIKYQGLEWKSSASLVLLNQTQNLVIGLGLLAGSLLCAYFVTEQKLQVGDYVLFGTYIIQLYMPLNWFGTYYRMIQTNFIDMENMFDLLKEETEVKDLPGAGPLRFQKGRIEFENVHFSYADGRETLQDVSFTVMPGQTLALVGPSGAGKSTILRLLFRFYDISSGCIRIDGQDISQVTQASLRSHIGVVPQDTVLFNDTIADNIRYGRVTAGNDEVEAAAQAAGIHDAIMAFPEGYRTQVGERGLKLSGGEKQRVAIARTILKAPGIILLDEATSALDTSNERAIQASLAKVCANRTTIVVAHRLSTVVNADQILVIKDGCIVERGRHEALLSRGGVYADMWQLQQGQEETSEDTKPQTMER
Active calls of the source: *; x = not tested or not shown.

1	Cc1cccc(OCC(=O)N/N=C/CC(C)c2ccccc2)c1C (configuration not stated)
2	C[C@H](O)[C@@H]1CN2CCc3c([nH]c4ccccc34)[C@@H]2C[C@@H]1N(C)C(=O)Nc1ccc(F)cc1
3	O=C1c2ccccc2C(=O)N1CCCCN(C(=O)c1ccco1)c1ccc(Cl)cc1
4	Cc1[nH]c(C)c(S(=O)(=O)N2CCN(c3ccc(Cl)cc3)CC2)c1C(=O)N1CCCC1
5	Cc1ccc(S(=O)(=O)N2CCN(C(=O)CN(Cc3ccco3)Cc3cccs3)CC2)cc1
6	O=C(CCC(=O)Nc1ccc(F)cc1)N/N=C/c1c[nH]c2ccccc12
7	CC(NC(=O)c1ccc(Cl)s1)C1CCCO1 (configuration not stated)
8	COc1ccc(-c2nc(C#N)c(N3CCC(C(N)=O)CC3)o2)cc1
Compound	1	2	3	4	5	6	7	8
aDG glyco up	-0.1	0.2	0.6	-0.1	-0.1	-0.2	0.0	-0.4
CaV13 FRET inh	-4	-9	x	-6	-6	-7	-5	-1
MC4R ag barr	3.0	0.7	1.0	-2.3	-0.3	-0.3	-1.1	2.2
MC4R antagonist	-4	-9	7	6	4	0	0	11
Vif inh	-2	-3	-6	-8	8	-1	5	x
Cardio protect	-3	2	-1	1	5	2	9	2
m5-HT2A agonist	-3	-3	-4	-5	3	1	2	3
PDI turbidity	18	-3	-4	12	13	3	14	-1
Glyco luc inh	0	2	-2	-1	0	0	3	-1
ABCB6 inh 2	100	85	101	97	90	102	97	101

9	O=C(CCNC(=O)c1ccc([N+](=O)[O-])cc1)NC1CCCCC1
10	O=C(Nc1ccc2c(c1)OCCO2)c1cnn(-c2ccccc2)n1
11	O=C(CN1CCOCC1)N/N=C/c1cc2ccccc2nc1Cl
12	COc1cc(C2C(C#N)=C(N)Oc3cc(N)ccc32)cc(OC)c1OC (configuration not stated)
13	COc1ccccc1N1C(=O)CC(N2CCN(c3ccc(F)cc3)CC2)C1=O (configuration not stated)
14	CCOC(=O)c1cc2ccccc2n1C1CCN(CCc2ccccc2)CC1
15	CCOC(=O)C1CCCN(C(=O)c2[nH]c(C(F)(F)F)nc2-c2ccccc2)C1 (configuration not stated)
16	Cc1c(NC(=S)NC(=O)C(C)(C)C)c(=O)n(-c2ccccc2)n1C
Compound	9	10	11	12	13	14	15	16
aDG glyco up	-0.1	0.1	0.1	-0.4	-0.1	-0.4	-0.1	-0.4
CaV13 FRET inh	-6	-14	x	-1	-20	-6	-7	-3
MC4R ag barr	-2.2	-3.7	-1.6	-2.0	0.7	x	x	-3.1
MC4R antagonist	1	5	1	-14	-2	x	x	8
Vif inh	-1	-21	-3	26	-2	x	x	-3
Cardio protect	-1	-8	18	7	-1	x	5	-2
m5-HT2A agonist	3	10	1	9	-2	-7	-6	1
PDI turbidity	-8	-8	-4	-6	0	x	x	-4
Glyco luc inh	1	-1	0	32*	2	x	4	2
ABCB6 inh 2	100	98	105	99	101	91	99	96

17	Cc1ccc(C(=O)O/N=C/c2ccc(N(C)C)cc2)cc1
18	Cc1cc(C)n2nc(SCc3nnc(SCc4ccccc4)s3)nc2n1
19	O=C(CSc1ccc2nnc(-c3cccnc3)n2n1)Nc1ccccc1F
20	CCCCC(=O)Nc1nnc(-c2ccc(OC)cc2)s1
21	CCOc1ccccc1C(=O)Nc1nnc(CC)s1
22	O=C(CCS(=O)(=O)c1ccc(Br)s1)N1CCc2ccccc21
23	COCC(=O)OCc1cc2cccc(C)c2[nH]c1=O
24	CCCNC(=O)c1cc(C2CCCN(C(=O)c3ccccc3)C2)on1 (configuration not stated)
Compound	17	18	19	20	21	22	23	24
aDG glyco up	0.4	0.1	-0.3	0.1	0.9	0.3	-0.1	0.1
CaV13 FRET inh	-7	-8	-6	x	-7	-5	-2	-11
MC4R ag barr	-2.4	-2.2	-0.2	-1.0	-0.2	1.5	0.4	0.1
MC4R antagonist	11	-5	7	-1	7	3	-3	4
Vif inh	5	-3	8	6	-8	-7	6	4
Cardio protect	-12	-5	7	-26	2	-1	10	0
m5-HT2A agonist	-1	4	-1	7	7	0	6	1
PDI turbidity	5	12	7	-3	x	-3	14	-6
Glyco luc inh	-3	-2	2	-1	5	-3	1	0
ABCB6 inh 2	99	97	99	98	95	91	92	99

25	C/C(=N\NC(=O)C1CCCN(S(=O)(=O)c2ccccc2)C1)c1ccccn1 (configuration not stated)
26	COc1ccc(CS(=O)c2nc(C)cc(C)c2S(C)(=O)=O)cc1 (configuration not stated)
27	Cc1ccc2nc(NC(=S)NC(=O)c3cccs3)sc2c1
28	OCCN(CC#CC(O)(c1ccccc1)c1ccccc1)CCO
29	COc1ccc(NC(=O)OCCN2CCN(Cc3ccccc3)CCC2=O)cc1
30	CN(C)CCn1c(=O)n(Cc2ccccc2)c(=O)c2c3c(sc21)CCCCC3
31	COc1ccc(C2C(C(C)=O)=C(C)Nc3ncnn32)c(OC)c1OC (configuration not stated)
32	Cc1cn([C@H]2C[C@H](O)[C@@H](CNCc3ccc4ncccc4c3)O2)c(=O)[nH]c1=O
Compound	25	26	27	28	29	30	31	32
aDG glyco up	2.1	-0.1	1.0	-0.1	0.2	-0.1	-0.1	0.3
CaV13 FRET inh	-5	-3	-5	-4	-12	-2	-3	-6
MC4R ag barr	-2.6	1.6	-2.1	2.4	-1.1	-0.7	0.2	0.0
MC4R antagonist	6	21	4	15	2	13	14	-1
Vif inh	-2	-1	0	1	0	9	3	0
Cardio protect	48	1	-34	0	6	-14	10	3
m5-HT2A agonist	-4	-1	-1	-1	11	-7	2	-4
PDI turbidity	-17	-4	4	5	-1	-7	-3	2
Glyco luc inh	-5	-1	-1	-2	-1	0	2	4
ABCB6 inh 2	98	93	104	98	94	100	98	96

The last 2 entries of the part above open the next one.
31	COc1ccc(C2C(C(C)=O)=C(C)Nc3ncnn32)c(OC)c1OC (configuration not stated)
32	Cc1cn([C@H]2C[C@H](O)[C@@H](CNCc3ccc4ncccc4c3)O2)c(=O)[nH]c1=O
33	Cc1cnc(C(=O)Nc2nnc(C3CC3)s2)cn1
34	Cc1cc(=O)[nH]c(SCC(=O)N2CCCc3ccccc32)n1
35	Cc1nnc(Cn2cnc3c2c(=O)n(C)c(=O)n3C)o1
36	O=C(CSCCO)Nc1cc(C(F)(F)F)ccc1Cl
37	O=C1NC2(CCCc3ccccc32)C(=O)N1CCOc1ccc(Br)cc1 (configuration not stated)
38	CCC(=O)N(CCC1(C(C)C)CCOC(C)(C)C1)Cc1ccco1 (configuration not stated)
39	O=C(COc1ccc2ccc(=O)oc2c1)NC1CCCC1
40	CC(C)(C)NC(=S)NCc1ccc2c(c1)OCO2
Compound	31	32	33	34	35	36	37	38	39	40
aDG glyco up	-0.1	0.3	-0.1	-0.2	0.1	-0.1	0.2	-0.1	0.1	0.3
CaV13 FRET inh	-3	-6	x	-8	-2	-8	x	-4	-3	-3
MC4R ag barr	0.2	0.0	0.0	-0.9	-1.8	-1.6	-2.5	-0.2	1.3	-2.1
MC4R antagonist	14	-1	11	-6	27	3	13	7	-1	-4
Vif inh	3	0	-2	0	-3	-4	-3	109*	-3	-2
Cardio protect	10	3	1	13	-3	0	4	0	-1	-6
m5-HT2A agonist	2	-4	2	1	3	6	-6	1	-5	-2
PDI turbidity	-3	2	0	-7	-11	23	-3	-6	-2	6
Glyco luc inh	2	4	0	0	2	0	2	2	0	2
ABCB6 inh 2	98	96	95	96	94	87	90	93	99	98

41	COc1ccc(-c2noc(-c3ccco3)n2)cc1OC
42	CCCOC(=O)Nc1ccc(S(=O)(=O)Nc2ncccn2)cc1
43	O=C(CSc1nc2ncc(Cl)cc2[nH]1)Nc1cccc(F)c1
44	CC(C)Oc1ccc(C(=O)Nc2nc3ccccc3[nH]2)cc1
45	COc1ccc(NS(=O)(=O)c2cc(NC(=O)c3cccnc3Cl)ccc2N2CCCC2)cc1
46	Cc1ccc(NC(=O)N2CCc3ccccc32)cc1C
47	COc1ccc([N+](=O)[O-])cc1NC(=O)CCNC(=O)Cn1ccc2ccccc2c1=O
48	CC(=O)N1CCN(C(=O)Nc2cccc(C(F)(F)F)c2)CC1
Compound	41	42	43	44	45	46	47	48
aDG glyco up	0.2	-0.1	0.6	0.3	-0.2	1.1	-0.2	0.0
CaV13 FRET inh	-3	2	-5	-2	-5	22	-18	-3
MC4R ag barr	-0.8	-2.0	-3.3	-0.7	1.0	-0.5	-2.4	-1.1
MC4R antagonist	0	-10	10	-2	-1	-1	4	-5
Vif inh	-10	-1	-17	5	3	-1	2	x
Cardio protect	-2	-1	-11	-15	2	-29	2	-2
m5-HT2A agonist	-4	1	-7	3	-4	1	2	1
PDI turbidity	-4	-4	1	10	2	-12	17	10
Glyco luc inh	-7	1	-1	-19	-2	-13	0	0
ABCB6 inh 2	109	94	99	94	99	102	96	158

The closing two records of the section above open the next one:
47	COc1ccc([N+](=O)[O-])cc1NC(=O)CCNC(=O)Cn1ccc2ccccc2c1=O
48	CC(=O)N1CCN(C(=O)Nc2cccc(C(F)(F)F)c2)CC1
49	Cc1ccc(S(=O)(=O)N2C[C@@H]3[C@H]4CC[C@H](C4)[C@@H]3[C@@H](C)[C@@H]2c2ccco2)cc1
50	O=C(O)CCCC(=O)NCCc1cccc(Cl)c1
51	COc1ccc([C@H]2CC(=O)C=C(c3ccc(C)c([N+](=O)[O-])c3)C2)cc1
52	COc1cc(C(=O)N2CCC(N3CCCCCC3)CC2)cc(OC)c1OC
53	Cc1cccc(NC(=O)CS(=O)(=O)c2cn(C)c3ccccc23)c1C
54	Nc1ncccc1OCc1ccc(Br)cc1
55	CCCCOc1ccc(CSc2ncn[nH]2)cc1
56	COc1ccc(C2(C(N)=O)CCCCC2)cc1OC
Compound	47	48	49	50	51	52	53	54	55	56
aDG glyco up	-0.2	0.0	0.0	-0.2	0.2	0.2	0.2	0.5	0.5	0.0
CaV13 FRET inh	-18	-3	-5	-6	-3	x	-3	0	-5	x
MC4R ag barr	-2.4	-1.1	-1.4	-1.2	0.1	1.1	1.5	-0.3	-1.9	0.0
MC4R antagonist	4	-5	-3	1	2	14	8	7	2	-1
Vif inh	2	x	x	-12	0	2	-8	-8	3	1
Cardio protect	2	-2	-14	-1	-9	6	1	-27	-8	-4
m5-HT2A agonist	2	1	1	-1	-5	15*	2	0	1	1
PDI turbidity	17	10	-4	27	12	-3	7	-3	-4	7
Glyco luc inh	0	0	-5	2	3	0	1	-5	-1	4
ABCB6 inh 2	96	158	96	100	95	98	120	93	85	102
